# Screening data from PubChem.
# G9a inh: G9a (human) methyltransferase inhibition | Q96KQ7 | G9a H3K9 monomethylation, AlphaScreen, 2 h | Potency, µM (titrated, usually from 102 µM), without a hit: at the top dose activity, negative = inhibition, usual class: inhibitors | 350,000 tested, 8.8% active; also: potency is read from the fitted curve at half-maximal effect; % is scaled to controls: 0 for no effect and ±100 for the full control effect; nearly all actives have a fitted effect of over 75% in size
#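 Readings reflect AlphaScreen signal from monomethyl-H3K9 antibody detection. HMT at 20 nM; substrate b-H3K9 500 nM; cofactor SAM 20 uM; 2 h RT reaction; compounds tested as titrations in qHTS with 15 min preincubation.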
# Tb PGK inh: T. brucei PGK inhibition; PGK/GAPDH coupled, Kinase-Glo luminescence, 60 min; Potency, µM (top dose mostly 57.5 µM), inactives show top-dose activity change, negative = inhibition, hits mostly inhibitors; 380,000 tested, 0.043% active; also: potency is read from the fitted curve at half-maximal effect; % is scaled to controls: 0 for no effect and ±100 for the full control effect; nearly all actives have a fitted effect of over 60% in size
# Target sequence (P07378 whole entry, looked up): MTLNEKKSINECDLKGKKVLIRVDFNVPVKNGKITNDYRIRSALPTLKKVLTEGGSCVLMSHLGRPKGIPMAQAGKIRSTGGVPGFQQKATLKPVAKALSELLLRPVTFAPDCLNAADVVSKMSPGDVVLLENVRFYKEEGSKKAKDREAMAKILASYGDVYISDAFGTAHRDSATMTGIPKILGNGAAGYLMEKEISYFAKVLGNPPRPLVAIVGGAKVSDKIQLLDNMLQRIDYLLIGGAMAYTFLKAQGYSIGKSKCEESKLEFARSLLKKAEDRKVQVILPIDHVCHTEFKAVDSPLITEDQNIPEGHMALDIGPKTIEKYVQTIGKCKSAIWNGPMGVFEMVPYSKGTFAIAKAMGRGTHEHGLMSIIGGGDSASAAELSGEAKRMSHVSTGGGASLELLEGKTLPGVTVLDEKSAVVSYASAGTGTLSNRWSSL
#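 Recombinant glycosomal PGK reaction used 1,3-bisphosphoglycerate generated in-well by GAPDH (100nM final) in 100mM TEA pH 7.6, 5mM MgCl2, 0.01% Tween-20. After 60 minutes at room temperature, ATP was read by Kinase-Glo Plus luminescence end-point.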
# GLS inh: blocks human kidney-isoform glutaminase activity; O94925; 410,000 tested, 0.21% active; GLS enzymatic activity, qHTS titration; Potency, µM (doses to about 45.5 µM), without a hit: top-dose activity change, negative = inhibition, most hits filed as inhibitors; also: potency is read from the fitted curve at half-maximal effect; % is scaled to controls: 0 for no effect and ±100 for the full control effect
#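 Read-out is an Amplex red fluorescence increase coupled through glutamate oxidase and HRP, measured before and after 30 min room-temperature incubation. hKGA is in 45 mM KH2PO4 (pH 8.2) with 0.02% Tween-20; glutamine added as 1mM solution.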
# POLH inh: DNA polymerase eta (human) inhibition; Potency, µM (top dose mostly 114 µM), for the others: top-dose activity change, negative = inhibition, hits mostly inhibitors; Q9Y253; recombinant Pol eta, fluorescent DNA replication assay; 390,000 tested, 1.2% active; AID 588591; also: potency is read from the fitted curve at half-maximal effect; % is scaled to controls: 0 for no effect and ±100 for the full control effect
#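 Pol eta (10 nM) was preincubated with compounds for 15 min at room temperature, after which fluorescent replication substrate (50 nM final) was added to start the reaction. Fluorescence was read kinetically at 0 and 10 min.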
# HP1b chromo inh: HP1-beta chromodomain-methylated histone interaction inhibition; Potency, µM (top dose mostly 114 µM), for inactives: at the top dose activity change, negative = inhibition, actives largely listed as inhibitors; AID 540317; 390,000 tested, 0.56% active; AlphaScreen HP1-beta / biotin-H3K9me3 peptide binding; P83916; also: potency is read from the fitted curve at half-maximal effect; nearly all actives have a fitted effect of over 70% in size; inactives centre near 23
# Target sequence (P83916 whole entry, looked up): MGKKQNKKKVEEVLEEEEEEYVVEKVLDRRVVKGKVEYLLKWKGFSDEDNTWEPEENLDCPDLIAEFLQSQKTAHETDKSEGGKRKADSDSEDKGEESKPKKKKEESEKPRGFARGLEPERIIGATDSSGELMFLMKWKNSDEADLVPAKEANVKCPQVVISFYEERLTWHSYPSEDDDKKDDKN
#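 HP1-beta protein (50 nM final) preincubated 30 min at room temperature with biotinylated H3(1-18)K9me3 peptide (50 nM) in PBS pH 7.4, 0.01% Tween-20, then compound added for 30 min. AlphaScreen streptavidin donor/nickel chelate acceptor beads (10 ug/mL final), 30 min dark, luminescence read.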
# BAZ2B inh: BAZ2B (human) inhibition; Q9UIF8; 360,000 tested, 4.4% active; Potency, µM (titrated, usually from 114 µM), for the others: top-dose activity change, negative = inhibition, most hits filed as inhibitors; AID 504333; AlphaScreen BAZ2B-H3K14Ac peptide displacement; also: potency is read from the fitted curve at half-maximal effect; % is scaled to controls: 0 for no effect and ±100 for the full control effect; nearly all actives have a fitted effect of over 60% in size
#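 Complex of BAZ2B and biotin-H3K14Ac (50 nM apiece) forms over 30 min at RT, then faces library compounds up to 110 uM for another 30 min; AlphaScreen beads added, 20 min dark incubation, luminescence read.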
# Pin1 inhibitor: blocks the human prolyl isomerase Pin1. Pin1 FP peptide displacement, HiFluor488, 10 min. Q13526. 390,000 tested, 0.009% active. AID 504891. Potency, µM (top dose mostly 115 µM), for inactives: top-dose activity, negative = inhibition, most hits filed as inhibitors; active = well fitted inhibition curve with a large enough effect in the polarisation, with a control signal flat, not every such curve was filed as active; inconclusive = small, poorly fitted or top-dose-only effect, or effect the other way, or a change in a side signal; inactive = no such curve, though single readings can be large or run the other way; the % refers to the polarisation; also: potency is read from the fitted curve at half-maximal effect; % is scaled to controls: 0 for no effect and ±100 for the full control effect
# Target sequence (Q13526 whole entry, looked up): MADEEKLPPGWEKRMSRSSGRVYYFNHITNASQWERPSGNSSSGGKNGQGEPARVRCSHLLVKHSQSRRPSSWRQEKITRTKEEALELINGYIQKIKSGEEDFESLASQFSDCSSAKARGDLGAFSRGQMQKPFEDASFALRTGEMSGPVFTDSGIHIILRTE
# JMJD2A Tudor inh: blocks the human JMJD2A Tudor domain. O75164. AlphaScreen JMJD2A-Tudor / H3K4me3 peptide binding. Potency, µM (doses to about 114 µM), inactives show at the highest dose activity change, negative = inhibition, hits mostly inhibitors. 390,000 tested, 4.4% active; also: potency is read from the fitted curve at half-maximal effect; % is scaled to controls: 0 for no effect and ±100 for the full control effect; nearly all actives have a fitted effect of over 50% in size
# PI4K2A inh: blocks human PI4K2A kinase activity. 420,000 tested, 0.13% active. activity change, negative = inhibition, % at 76.9 µM. purified PI4K2A, ADP-Glo luminescence, 1 h; hits give low values. Q9BTU6; in the data active = activity change below about -50%; inconclusive = mostly about -30% to -49%;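 also: -100% = wells without enzyme as full effect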
#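 In this quantitative HTS, ADP production by PI4K2A was quantified luminescently after 1 h at ambient temperature; 100 microM adenosine served as plate-quality control.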
# * = called active by the depositor; i = inactive; ? = inconclusive; . = not tested or not shown; & = joins results of further samples; [ ] = another dose, or the depositor's remark. Unless noted, calls follow the shape of the dose curve; as a rule, active = well fitted curve in the direction sought with a large enough effect; inconclusive = small, poorly fitted or top-dose-only effect, or another doubt; inactive = no such curve, though single readings can be large; an effect the other way counts as inactive or inconclusive. These rows are one share of the data. The share of hits here may be higher or lower than overall.
# The line under a structure holds: G9a inh	Tb PGK inh	GLS inh	POLH inh	HP1b chromo inh	BAZ2B inh	Pin1 inhibitor	JMJD2A Tudor inh	PI4K2A inh
1. O=C(CSc1n[nH]c(-c2ccccc2)n1)Nc1ccc(N2CCOCC2)cc1
  ?	-6%	38%[activator]	-6%	-14%	?	-1%	-16%	-4
2. NC(=S)N=Nc1c(O)[nH]c2c(Cl)cc(Cl)cc12
  .	-4%	5%	-9%	-22%	.	-1%	-34%	0
3. O=C(Nc1ccc(Cl)c(Cl)c1)N(CCCN1CCOCC1)Cc1cccnc1
  6%	0%	1%	-14%	3%	-10%	-10%	-10%	4
4. O=C(Nc1ccncc1)c1ccccc1-c1ccccc1
  -2%	-4%	5%	-16%	8%	-21%	-8%	-11%	4
5. Cc1ccc(/C=N/NC(=O)c2cc(-c3ccc(C)o3)[nH]n2)cc1
  17%	-10%	-1%	-4%	4%	-11%	13%	-12%	-3
6. O=C(Nn1cnnc1)c1cc(Cl)cc(Cl)c1
  -3%[2.33 µM]	0%	0%	-2%	13%	6%	?	-23%	1
7. COc1ccc(NC(=O)N2CCCc3cc(C)ccc32)c(OC)c1
  ?	-3%	38%[activator]	-16%	15%	?	-4%	-23%	-5
8. COc1ccc2c(c1)C(=O)N1[C@H]3c4cc(OC)ccc4OC[C@@H]3[C@H](c3ccccc3)[C@]1(C)C(=O)N2
  18%[2.33 µM]	0%	-3%	-7%	16%	-11%	4%	-33%	1
9. O=C(NCCN1CCOCC1)C1CC(=O)N(c2ccc(F)c(Cl)c2)C1 (stereo not given)
  ?	.	0%	-8%	22%	-4%	-2%	-9%	10
10. Cc1csc(SCC(=O)Nc2nccs2)n1
  13%[0.501 µM]	1%	5%	-2%	38%[activator]	9%	-1%	2%	-1
11. COC(=O)c1ccc(OC(=O)CCN2C(=O)C3CCCCC3C2=O)cc1 (stereo not given)
  22%[59 µM]	i	0%	-11%	41%[activator]	-4%	0%	10%	7
12. O=C(NCCc1ccccc1)C(=O)NCC1CCCN1S(=O)(=O)c1ccccc1 (stereo not given)
  2%	-4%	1%	-11%	20%	8%	22%	-8%	-1
13. C=CCn1nnnc1SCC(=O)Nc1cccc(C(F)(F)F)c1
  17%	6%	6%	1%	-11%	?	1%	?	0
14. Cc1cccc(-c2nc(CCNC(=O)c3ccco3)cs2)c1
  7%[59 µM]	-12%&0%	3%&2%	0%&-3%	21%[57 µM]	3%	-5%	-17%	-5&8
15. CCOc1ccc(N(CC(=O)N2CCN(c3ccccc3)CC2)S(=O)(=O)c2c(C)noc2C)cc1
  -20%	-10%	12%	-22%	-3%	-25%	12%	?	0
16. COc1cc(CN2CC(C)CC(C)C2)cc([N+](=O)[O-])c1O (stereo not given)
  -18%[59 µM]	i	11%	-17%	10%	-5%	1%	-7%	-6
17. Cc1c(C(=O)Nc2ccc3c(c2)OCCO3)sc2nc(-c3ccccc3)cn12
  -23%[59 µM]	.	0%	-17%	0%	-26%	8%	?	3
18. Cn1nc(C(=O)N2CCN(c3ccc([N+](=O)[O-])cc3)CC2)c2c1-c1ccccc1S(=O)(=O)C2
  9%	-4%	-4%	-21%	71%[activator]	-19%	4%	-10%	6
19. CN(C)c1cccc(C(=O)N(C)C2CCCN(Cc3ccccc3F)C2)c1 (stereo not given)
  .	-1%	47%[activator]	-3%	17%	-27%	0%	-18%	-1
20. Cc1cc(C)c(S(=O)(=O)Cc2ccccc2)c(OC(C)C)n1
  ?	-9%	-9%	-27%	45%[activator]	0%	-11%	1%	7

# Following part.
# The line under a structure holds: G9a inh	Tb PGK inh	GLS inh	POLH inh	HP1b chromo inh	BAZ2B inh	Pin1 inhibitor	JMJD2A Tudor inh	PI4K2A inh
21. O=C(NCCCCNC(=O)c1ccccc1Br)c1ccccc1Br
  .	-1%	-3%	-20%	38%[activator]	.	-3%	8%	-2
22. CCOc1ccc(CCNC(=O)Nc2ccccc2)cc1OCC
  18%	-8%	7%	0%	12%	0%	0%	3%	3
23. O=C(NCC1COc2ccccc2O1)c1ccc(Cl)cc1 (stereo not given)
  9%	i	-1%	-5%	31%	7%	-8%	-5%	-7
24. Cc1cccc2sc(N(CCCN(C)C)C(=O)CCS(=O)(=O)c3ccccc3)nc12
  22µM*	-2%	13%	0%	25%	-24%	-1%	-16%	-3&0
25. Cc1nc2ccn(Cc3ccccc3)c(=O)c2cc1C(=O)N1CCN(c2ccc(F)cc2)CC1
  9%	1%&-7%	23%&15%	1%&-13%	44%&-14%[activator]	-28%	-3%&-3%	-29%&-29%	-6&2
26. Cc1ccc(S(=O)(=O)NCc2ccc(C(=O)NCCc3ccc(S(N)(=O)=O)cc3)cc2)cc1
  ?	-8%	7%	?	36%	-13%	14%	-8%	2
27. Cc1ccc([C@@H]2CC=C(C(=O)O)[C@H](c3ccc(F)cc3)N2S(=O)(=O)c2ccccc2C)cc1
  .	-14%	30%[activator]	-10%	34%	.	-11%	-14%	-1
28. CCOc1ccc(N(C(=O)c2ccc3c(c2)OCO3)C2C=CS(=O)(=O)C2)cc1 (stereo not given)
  27%	-6%	-3%	-7%	19%	-3%	-4%	1%	0
29. CC(=O)Nc1ccc(S(=O)(=O)Oc2ccc(/C=C3\SC(N)=NC3=O)cc2)cc1
  5%	-3%	1%	-3%	40%[activator]	10%	21%	2%[11.4 µM]	2
30. CCC1CCCCN1CCCNC(=O)c1cn(C)c2ccc(S(=O)(=O)N(C)C3CCCCC3)cc2c1=O (stereo not given)
  -11%	-10%&8%	6%&0%	4%&-4%	19%&-3%	-12%[57.1 µM]	?	-18%&-9%	-1&3
31. N=c1c(S(=O)(=O)c2ccc(Cl)cc2)cc2c(=O)n3ccccc3nc2n1Cc1ccco1
  ?	-3%	-5%	?	32%	-37%	?	-4%	-8
32. Cc1c(CNC2CCCCCC2)c(C(=O)O)c(C)n1Cc1cccc(Cl)c1
  -1%[59 µM]	-3%	1%	-4%	29%	-26%	6%	?	-1
33. CCn1cc(C(=O)N[C@@H](CCSC)C(=O)NCCO)c(=O)c2cc3c(cc21)OCO3
  19%	-4%	-6%	-7%	25%	9%	1%	-13%	3
34. Cn1c(=O)c2c(SCC(=O)N3CCc4ccccc43)nc(-c3cccc(F)c3)nc2n(C)c1=O
  -3%[59 µM]	-3%	4%	-6%	43%[activator][57 µM]	2%	1%	-15%	-3
35. CCOC(=O)N1CCN(C(=O)c2ccc(N(Cc3ccc(Cl)cc3)S(C)(=O)=O)cc2)CC1
  23%[59 µM]	-2%	0%	-13%	20%	-29%	-4%	-12%	4
36. Cc1cc(C)c(CN2CCC(n3nccc3NC(=O)CCOc3ccccc3)CC2)cc1C
  -9%	-8%	-5%	-11%	44%[activator]	-17%[57.1 µM]	-6%	-28%	-4
37. COc1ccc(NC(=S)N/C(=N/S(=O)(=O)c2ccc(C)cc2)c2ccccc2)cc1
  ?	i	5%	-10%	3%	-17%	-3%	-6%	4
38. CCN(CC)c1ccc(S(=O)(=O)Nc2cc(Cl)ccc2Cl)cc1NC(=S)NC(=O)C1CCCC1
  ?	-10%	0%	?	?	-10%	-8%	?	14
39. Oc1ccc(Cl)cc1CNc1nccs1
  -1%[59 µM]	-9%	20%	-10%	10%	-2%[0.457 µM]	14%	?	-15
40. Cc1c(NC(=S)NC(=O)C2CCCCC2)c(=O)n(-c2ccccc2)n1C
  -1%[59 µM]	-5%	12%	-15%	16%	-2%	-1%	-11%	6
41. CC(C)/C=N/Nc1nc2c(c(=O)n(C)c(=O)n2C)n1C
  .	-3%	?	-5%	4%	-14%	0%	-9%	-4
42. CC1(C)SC2C(NC(=O)C3(N)CCCCC3)C(=O)N2C1C(=O)O (stereo not given)
  .	-5%	-8%	5%	28%[57 µM]	.	-11%	-9%	-1
43. C/C(=N\NC(=O)c1nn(C)cc1Br)c1ccncc1
  -1%[59 µM]	-1%	-8%	-17%	35%	-5%	-3%	-1%	-4

# A different layout for 4 compounds above:
35) CCOC(=O)N1CCN(C(=O)c2ccc(N(Cc3ccc(Cl)cc3)S(C)(=O)=O)cc2)CC1
  G9a inh: 23%[59 µM]; Tb PGK inh: -2%; GLS inh: 0%; POLH inh: -13%; HP1b chromo inh: 20%; BAZ2B inh: -29%; Pin1 inhibitor: -4%; JMJD2A Tudor inh: -12%; PI4K2A inh: 4
36) Cc1cc(C)c(CN2CCC(n3nccc3NC(=O)CCOc3ccccc3)CC2)cc1C
  G9a inh: -9%; Tb PGK inh: -8%; GLS inh: -5%; POLH inh: -11%; HP1b chromo inh: 44%[activator]; BAZ2B inh: -17%[57.1 µM]; Pin1 inhibitor: -6%; JMJD2A Tudor inh: -28%; PI4K2A inh: -4
37) COc1ccc(NC(=S)N/C(=N/S(=O)(=O)c2ccc(C)cc2)c2ccccc2)cc1
  G9a inh: ?; Tb PGK inh: i; GLS inh: 5%; POLH inh: -10%; HP1b chromo inh: 3%; BAZ2B inh: -17%; Pin1 inhibitor: -3%; JMJD2A Tudor inh: -6%; PI4K2A inh: 4
38) CCN(CC)c1ccc(S(=O)(=O)Nc2cc(Cl)ccc2Cl)cc1NC(=S)NC(=O)C1CCCC1
  G9a inh: ?; Tb PGK inh: -10%; GLS inh: 0%; POLH inh: ?; HP1b chromo inh: ?; BAZ2B inh: -10%; Pin1 inhibitor: -8%; JMJD2A Tudor inh: ?; PI4K2A inh: 14
